# Screens from PubChem.
# RTF Ca sens inh: cardiac RTF calcium desensitization. IANBD-labeled cardiac RTF, Ca2+ fluorescence. inhibition, % at 7.15 µM. 340,000 tested, 0.12% active. AID 493244;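 active = inhibition above the mean inhibition of all tested compounds plus 3 SD, cut at about 17% in these data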;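 note: assay run at fixed EC70 calcium of 1.6 mM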
# NSD2 inh: inhibitors of human histone methyltransferase NSD2. 310,000 tested, 0.54% active. NSD2 peptide methylation, AlphaScreen, 120 min. inhibition, % at 12.5 µM. AID 743445. O96028; in the data active = inhibition above about 50%
# SR-BI DiI inh: blocks mouse SR-BI lipid uptake from DiI-HDL; ldlA[mSR-BI] CHO cells, DiI-HDL uptake fluorescence, 3 h; inhibition, % at 12.5 µM; 320,000 tested, 0.96% active;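 active = mean replicate inhibition of at least 70% and a set share of replicates each scoring 70 or more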;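 note: 0% = median of neutral control wells and 100% = median of positive control wells; values of inactives mirror those of a sister screen read the other way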
# Keap1 Nrf2 FP: disrupts human Keap1 binding to Nrf2 peptide | Q14145 | Keap1 Kelch-Nrf2 peptide fluorescence polarization, 1536-well | inhibition, % at 9.4 µM | 340,000 tested, 0.15% active; in the data active = inhibition above about 12%;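 note: human Keap1 Kelch domain with fluorescein labeled Nrf2 9mer peptide probe; 0% = neutral control wells and 100% = peptide positive control; higher means more block of Keap1 binding to Nrf2 peptide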
# PvdQ inh: P. aeruginosa PvdQ acylase inhibition; purified PvdQ acylase, fluorescence plate reader; inhibition, % at 10 µM; 340,000 tested, 0.063% active; in the data active = inhibition above about 30%, passing the limit was not always enough;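 note: 0% = vehicle neutral wells and 100% = reference inhibitor wells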
# SR-BI uptake up: activators of SR-BI mediated HDL lipid uptake | AID 504775 | 320,000 tested, 0.096% active | activation, % at 12.5 µM | CHO ldlA[mSR-BI] cells, DiI-HDL uptake fluorescence, 3 h; 100 = double the neutral-control signal;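 active = mean replicate activation of at least 60% and every replicate at or above 60%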;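 note: 0% = median plate neutral-control signal and 100% = twice that signal; values of inactives mirror those of a sister screen read the other way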
#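 Material – SR-BI-overexpressing, LDLR-lacking CHO cells · Medium – BSA-supplemented, HEPES-buffered Ham's F12, pH 7.4 · Doses – single concentration · Times – compound with DiI-HDL co-incubation, 3 h at 37 °C · Measured by – bottom-read fluorescence, 550/595 nm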
# DAGLB inh: blocks human DAGLB lipase activity | HEK293T DAGLB membrane lysate, EnzChek fluorogenic substrate | inhibition, % at 5.17 µM | 340,000 tested, 0.059% active | AID 504411; in the data active = inhibition above about 34%;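 note: 0% = enzyme with vehicle and 100% = wells lacking enzyme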
# Target sequence (Q8NCG7 whole entry, looked up): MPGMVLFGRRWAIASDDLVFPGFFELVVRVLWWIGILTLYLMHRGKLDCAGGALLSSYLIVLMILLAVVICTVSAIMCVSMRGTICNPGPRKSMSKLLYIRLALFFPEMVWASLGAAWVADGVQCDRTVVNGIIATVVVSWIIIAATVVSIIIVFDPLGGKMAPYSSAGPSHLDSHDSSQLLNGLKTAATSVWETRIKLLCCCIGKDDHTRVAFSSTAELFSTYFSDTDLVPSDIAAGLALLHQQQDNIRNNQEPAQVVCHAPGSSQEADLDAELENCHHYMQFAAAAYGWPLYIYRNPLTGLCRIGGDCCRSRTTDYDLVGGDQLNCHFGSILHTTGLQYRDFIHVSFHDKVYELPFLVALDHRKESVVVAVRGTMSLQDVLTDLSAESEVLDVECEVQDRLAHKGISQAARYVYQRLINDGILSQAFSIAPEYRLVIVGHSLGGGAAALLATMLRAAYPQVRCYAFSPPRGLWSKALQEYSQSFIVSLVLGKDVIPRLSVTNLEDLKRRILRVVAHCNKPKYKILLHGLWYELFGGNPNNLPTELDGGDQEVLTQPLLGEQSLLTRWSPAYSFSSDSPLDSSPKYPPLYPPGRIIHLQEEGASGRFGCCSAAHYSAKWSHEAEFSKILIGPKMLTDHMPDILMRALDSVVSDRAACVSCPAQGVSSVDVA
# C-LANA FP: inhibitors of KSHV LANA C-terminal domain DNA binding; inhibition, % at 9 µM; AID 504423; MBP-C-LANA/FAM-LBS DNA binding, fluorescence polarization; 340,000 tested, 0.078% active;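 active = highest replicate inhibition at or above 60% at 9 µM, even if other replicates fall short; inactive = all replicates below 60% inhibition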;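 note: 0% = neutral control wells and 100% = 4 µM acridine orange control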
# PKA-R2B activ: activates the human PKA-R2B holoenzyme complex. activation, % at 11.4 µM. 340,000 tested, 0.079% active. PKA-R2B holoenzyme dissociation, Cy5-IP20 fluorescence polarization; R2B truncated from residue 108, S112A mutant; 0% DMSO only, 100% 113 µM cGMP. P22694+P31323. AID 504700;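 active = activation above a cutoff set at the mean over all compounds plus 3 SD, cut at about 18% in these data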;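 note: higher means more holoenzyme dissociation and a rise in polarization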
# Target sequence (P31323 whole entry, looked up, other chains not shown, the tested form may be a part): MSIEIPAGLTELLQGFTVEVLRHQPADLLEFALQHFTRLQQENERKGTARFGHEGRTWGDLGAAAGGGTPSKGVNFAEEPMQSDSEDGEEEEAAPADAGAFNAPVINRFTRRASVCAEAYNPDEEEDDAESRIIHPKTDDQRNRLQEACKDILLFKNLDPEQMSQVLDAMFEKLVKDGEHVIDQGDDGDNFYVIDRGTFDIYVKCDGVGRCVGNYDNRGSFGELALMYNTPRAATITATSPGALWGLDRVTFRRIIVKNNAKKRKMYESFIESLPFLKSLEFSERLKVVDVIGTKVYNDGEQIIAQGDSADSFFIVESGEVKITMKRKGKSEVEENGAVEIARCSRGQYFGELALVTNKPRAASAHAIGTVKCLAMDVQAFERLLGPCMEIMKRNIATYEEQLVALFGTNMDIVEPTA
# Arrestin-AP2 inh: blocks beta-arrestin peptide binding to AP2 adaptin. inhibition, % at 10 µM. 340,000 tested, 0.31% active. AID 504490. FITC-arrestin peptide / GST-AP2 beads, flow cytometry; AP2 beta2 appendage carries R879A mutation;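 active = inhibition above a set limit, near 3 SD of compounds lacking own fluorescence, cut at about 54% in these data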;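 note: plate controls were DMSO wells for no effect and 5 µM unlabelled arrestin peptide for full effect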
#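 Measured by: flow cytometry, FL1 (488/535 nm); Material: AP2 appendage R879A on GSH beads; Evaluation: percent response; Timing: pre-incubation 12 min, peptide binding 1 h, room temperature; Also added: 50 nM FITC-arrestin peptide; Medium: PBS with 0.05% Tween 20 and 0.1% BSA.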
# The depositor's hits bear a star; / = no result given.
SMILES,RTF Ca sens inh,NSD2 inh,SR-BI DiI inh,Keap1 Nrf2 FP,PvdQ inh,SR-BI uptake up,DAGLB inh,C-LANA FP,PKA-R2B activ,Arrestin-AP2 inh
O=C(c1cc(-c2ccco2)on1)N1CCOCC1,-10,1,-19,1,5,19,-1,1.1,-2,7
COc1ccc(C2C(CC(=O)O)=C(O)C(=O)N2c2ccccc2)cc1 (stereo not drawn),-1,-1,2,-4,-11,-2,-2,-0.3,5,2
CN(C)CCCNc1ccc(-c2nn(C)c(=O)c3ccccc23)cc1[N+](=O)[O-],-2,16,5,-1,-15,-5,1,-1.1,-2,-7
Cc1ccc(NC(=O)CSc2nnc(-c3ccncc3)s2)cc1,-2,0,-1,-9,-14,1,-1,-1.6,-7,6
O=C1CSC(c2cccnc2)N1c1ccc(F)cc1 (stereo not drawn),5,0,-35,3,3,35,-1,0.0,5,18
COc1ccc(NC(=O)c2onc(C)c2Cl)cc1OC,2,/,8,0,-1,-8,2,1.2,-12,-2
CCOP(=O)(OCC)C(C#N)=C1SCN(c2ccccc2)CS1,-9,/,-4,5,-6,4,-1,0.5,-5,2
CC(C)Oc1ccc(/C=N/NC(=O)c2nnn(-c3nonc3N)c2CN(C)c2ccccc2)cc1,7,-4,29,-3,7,-29,-1,-1.3,-7,1
O=C(NCCC1=CCCCC1)C1CCCN(S(=O)(=O)c2ccccc2)C1 (stereo not drawn),-1,7,1,-6,-14,-1,-2,2.9,-11,4
COc1ccc(OC)c(-c2csc(N(CC3CCCO3)C(=O)C3CCCCC3)n2)c1 (stereo not drawn),3,-2,16,-3,-6,-16,-7,0.0,-3,-9
COc1ccc(N2CCN(C(=O)c3cc(S(=O)(=O)N4CCCCCC4)ccc3OC)CC2)cc1,-19,7,-11,-5,-13,11,1,-0.6,-8,-7
COc1ccc(OC2C(=O)N(Cc3ccc4c(c3)OCO4)C2c2sccc2C)cc1 (stereo not drawn),-2,/,5,-8,-9,-5,-10,0.6,-12,2
CC(=O)Nc1cccc(-c2csc(Nc3ccc(C)cn3)n2)c1,6,0,42,-2,5,-42,4,1.9,-5,-8
Cc1ccc(NC(=O)c2ccccc2F)nc1,-5,-2,-18,-3,-16,18,0,0.6,-1,-5
CC1CCC/C(=N\NC(=S)Nc2ccccc2)C1 (stereo not drawn),-8,23,-25,-3,9,25,-6,0.8,-12,-7
CC(=O)N1CCc2cc(C(=O)CN3CCC(C)CC3)ccc21,-6,/,3,-3,-11,-3,0,1.5,4,2
Cc1c(N)cc(S(=O)(=O)O)cc1NC(=O)c1cccc([N+](=O)[O-])c1,-2,2,-18,-2,10,18,2,8.1,-7,9
O=C(CCN1CCN(Cc2ccccc2)CC1)NNC(=O)c1cc2ccccc2o1,-6,0,-7,-3,-11,7,-2,2.5,0,7
O=c1c2c(nc3nc(NCc4cccc(Cl)c4)[nH]n13)CCC2,/,0,-8,3,-18,8,/,-1.5,/,-3
CCOc1cc(NS(=O)(=O)CC)c(OCC)cc1NC(=O)c1ccco1,-4,3,26,-4,2,-26,-1,-0.7,-1,27

# A second format for some results above:
structure	RTF Ca sens inh	NSD2 inh	SR-BI DiI inh	Keap1 Nrf2 FP	PvdQ inh	SR-BI uptake up	DAGLB inh	C-LANA FP	PKA-R2B activ	Arrestin-AP2 inh
CN(C)CCCNc1ccc(-c2nn(C)c(=O)c3ccccc23)cc1[N+](=O)[O-]	-2	16	5	-1	-15	-5	1	-1.1	-2	-7
CCOP(=O)(OCC)C(C#N)=C1SCN(c2ccccc2)CS1	-9	/	-4	5	-6	4	-1	0.5	-5	2

# Additional results
SMILES,RTF Ca sens inh,NSD2 inh,SR-BI DiI inh,Keap1 Nrf2 FP,PvdQ inh,SR-BI uptake up,DAGLB inh,C-LANA FP,PKA-R2B activ,Arrestin-AP2 inh
COc1cc(OC)cc(C(=O)N[C@H](C(=O)OCC(=O)Nc2cccnc2Cl)C(C)C)c1,-6,-2,-3,-3,3,3,-1,-3.0,-10,-4
COC(=O)c1cn(C(=O)/C=C/c2ccc(OC)c(OC)c2)c2ccccc12,-16,/,93*,-2,-12,-93,0,-1.0,-2,2
COc1cc(C(=O)NC(CCSC)C(=O)OCC(=O)NC(=O)C2CCCCC2)cc(OC)c1OC (stereo not drawn),-7,0,-14,-2,-4,14,6,-1.0,6,17
CCc1cccc(C)c1NC(=S)NCc1ccc2c(c1)cc(C)n2C,-1,/,43,0,-13,-43,8,-0.4,-21,1
CCc1cccc(C)c1NC(=S)NCC1CCN(c2ccc(OC)cc2)C1 (stereo not drawn),-14,2,83*,-8,-28,-83,5,1.0,-1,6
CCCc1nc2c(s1)CCc1onc(-c3ccc(Br)cc3)c1-2,-4,/,14,-8,-11,-14,-13,0.5,-3,4
CC(Oc1ccccc1F)C(=O)NC1CCS(=O)(=O)C1 (stereo not drawn),-5,-1,-19,-1,0,19,-2,1.6,-9,18
O=C(c1cc(S(=O)(=O)N2CCN(c3ccccc3)CC2)ccc1Cl)N1CCCCCCC1,4,-1,-3,5,-6,3,-4,0.5,-13,-15
CC(C)(C)OC(=O)C[C@@H]1C/C=C\C[C@H](CC(=O)N(CCO)Cc2ccccc2)C(=O)N[C@@H](c2ccccc2)COC1=O,5,/,-3,3,-21,3,-5,-3.3,3,3
COc1ccc(S(=O)(=O)CCC(=O)N2CC(=O)N(CCc3ccccc3)C(=O)C2)cc1,-2,/,/,-1,-14,/,0,-1.4,-10,0
O=C1Cc2cc(S(=O)(=O)N3CCNCC3)ccc2N1,-2,2,-24,-4,-11,24,0,-1.0,-2,16
Cc1cc(C)cc(NC(=S)N2C3CCCC2CC(NC(=O)C2CC2)C3)c1 (stereo not drawn),8,6,/,2,2,/,-2,-1.8,-19,27
COc1ccccc1-n1c(-c2ccc(F)cc2)coc1=O,-7,-1,-8,0,-19,8,-2,-1.8,-5,-5
Cc1cc(C(=O)N/N=C/c2ccc(N(C)C)o2)cs1,1,3,-2,-5,-18,2,-2,2.6,-4,5
N=c1c2c3c(sc2ncn1N)CCCCC3,2,2,-5,-3,-8,5,1,-0.3,3,7
Cc1cccc(NC(=O)c2ccccc2OCC(=O)c2ccc(F)cc2)c1,-8,-2,24,3,-16,-24,-2,1.3,4,-8
CCCCN(C(=O)c1cc(S(=O)(=O)N2CCOCC2)ccc1F)c1c(N)n(CCCC)c(=O)[nH]c1=O,-11,-3,-27,3,-9,27,0,0.3,-5,-7
CCS(=O)(=O)N1Cc2ccccc2CC1C(=O)Nc1nc2ccc(F)cc2s1 (stereo not drawn),-2,5,2,-3,-10,-2,1,1.1,-8,-4
CC(C)(C)NC(=O)c1ccc2c(c1)N(CC(=O)N1CCCC1)C(=O)C(C)(C)O2,-7,-1,-3,2,9,3,0,-0.1,-1,23
CCN(C(=O)CN1C(=O)CN(C)C1=O)c1cccc2ccccc12,-1,-1,-18,2,-10,18,0,0.6,2,2

# As entered above.
# Keap1 Nrf2 FP with CCCCN(C(=O)c1cc(S(=O)(=O)N2CCOCC2)ccc1F)c1c(N)n(CCCC)c(=O)[nH]c1=O : 3
# Arrestin-AP2 inh with COc1ccccc1-n1c(-c2ccc(F)cc2)coc1=O : -5
# DAGLB inh with Cc1cc(C)cc(NC(=S)N2C3CCCC2CC(NC(=O)C2CC2)C3)c1 (stereo not drawn) : -2
# SR-BI DiI inh with CC(C)(C)NC(=O)c1ccc2c(c1)N(CC(=O)N1CCCC1)C(=O)C(C)(C)O2 : -3

# (continued)
SMILES,RTF Ca sens inh,NSD2 inh,SR-BI DiI inh,Keap1 Nrf2 FP,PvdQ inh,SR-BI uptake up,DAGLB inh,C-LANA FP,PKA-R2B activ,Arrestin-AP2 inh
CCOC(=O)/C(C#N)=C\c1ccc(CC)s1,-13,0,-21,-3,-9,21,-6,-0.9,-4,3
COc1ccc(Br)cc1/C=N/Nc1ccc(Cl)c(C(=O)O)c1,8,5,-14,-1,0,14,4,1.3,-8,11
Brc1ccc(CNc2nc3ccccc3n2CCN2CCCCC2)cc1,0,2,8,-4,-3,-8,-1,-1.3,0,-4
COc1ccc(S(=O)(=O)n2cccc2)c(OC)c1,-15,-2,-4,-6,-21,4,-4,0.1,4,-16
CC(C)Oc1ccc(C(=O)NC2CCS(=O)(=O)C2)cc1 (stereo not drawn),-7,1,-14,0,-17,14,2,-2.6,-2,4
Cc1ccc(C2NC(c3ccc(C)cc3)C([N+](=O)[O-])C(C)(C)C2[N+](=O)[O-])cc1 (stereo not drawn),3,-1,3,3,-13,-3,-17,0.6,3,0
Cc1cc(C)c(S(=O)(=O)Nc2ccc(O)c(Sc3ncn[nH]3)c2)cc1C,-12,/,-41,-2,-29,41,0,-0.6,-11,11
Nc1nc(CN2CCN(C(=O)c3ccco3)CC2)nc(Nc2cccc(Cl)c2)n1,5,4,24,-2,-12,-24,-1,0.6,0,-4
CC(=O)N/C(=C/c1ccc2c(c1)OCO2)C(=O)NCCCO,4,-2,-19,2,-11,19,-1,-1.0,-9,19
O=C(NCCCO)C12CC3CC(CC(C3)C1)C2,-1,-2,-6,-5,5,6,1,0.4,-3,4
NC(=O)/C(=N\OC(=O)c1ccco1)c1nc(-c2ccc(Br)cc2)cs1,-3,2,29,-1,1,-29,3,-0.9,3,3
COc1ccc(OC)c(N=c2ssnc2Cl)c1,6,/,12,4,0,-12,-4,0.1,5,22
Cc1ccc([N+](=O)[O-])cc1NC(=S)NC(=O)c1cccnc1,-3,-2,3,-9,-1,-3,-1,-1.1,0,3
CC(C(=O)N1CCOCCOCCOCCOCCOCC1)N1C(=O)c2ccccc2C1=O (stereo not drawn),-3,-1,-21,-8,9,21,-6,-0.4,0,26
COc1ccccc1NC(=O)c1nc[nH]c1C(=O)Nc1ccccc1OC,-1,10,-12,-1,5,12,-6,2.4,-11,17
CSc1ncc(Cl)c(C(=O)Nc2nnc(SC/C=C/c3ccccc3)s2)n1,-7,8,2,-3,9,-2,12,0.4,-2,29
Cc1cc(NC(=O)CCC(=O)N(CCC(C)C)C(C(=O)NC2CCCC2)c2ccccc2C)no1 (stereo not drawn),9,-4,/,4,-14,/,1,2.6,2,-9
CC(C)(C)n1nnnc1C(c1cccc(C(F)(F)F)c1)N1CCC(O)CC1 (stereo not drawn),-3,1,5,-4,-8,-5,0,1.9,2,5
CC1(C)CC(=O)C(C=NCCc2ccc(S(N)(=O)=O)cc2)=C(O)C1,-1,-2,-19,3,-10,19,-1,1.1,8,8
Cc1nn(C)cc1C1C(C#N)=C(N)N(c2cccnc2)C2=C1C(=O)CCC2 (stereo not drawn),4,23,-33,-2,-5,33,1,0.9,-2,9
Cc1c(C(=O)N(C)CCC#N)oc2ccc(S(=O)(=O)N3CC(C)CC(C)C3)cc12 (stereo not drawn),-2,0,8,1,-5,-8,-2,0.4,4,-7
CCCNC(=O)[C@@H]1CCCN1C(=O)C1CCN(S(=O)(=O)c2ccc(C)cc2)CC1,-2,1,-18,2,7,18,0,6.7,3,54*
CCC(C)NC(=O)c1ccccc1NC(=O)COc1ccc(OC)cc1 (stereo not drawn),-12,0,12,-1,-6,-12,-5,0.7,-5,8
Cc1ccc(CSCCNC(=O)CN(c2ccc(F)cc2)S(C)(=O)=O)cc1,-3,-3,-10,2,-12,10,-1,1.4,7,-4
